NPC1 prom act: qHTS Assay for NPC1 Promoter Activators | Huh7 NPC1 promoter luciferase reporter, 24 h | Potency, µM (highest dose often 9.22 µM), for the others: top-dose activation, most hits filed as activators | 320,000 tested, 2.4% active;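 further: potency means the concentration at half of the fitted maximal effect; % of control where 0% means no effect; nearly all actives have a fitted effect of over 60% in size; reporter is driven by a mutant NPC1 promoter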
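Luminescence read-out of NPC1 promoter-driven luciferase in stably transfected Huh7 cells; compounds delivered in DMSO and left 24 h at 37C, 5% CO2, qHTS titration format.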
Gal4-VP16 FLuc: VP16 counterscreen qHTS for inhibitors of ROR gamma transcriptional activity. 310,000 tested, 3.5% active. AID 2546, 2010. Potency, µM (titrated, usually from 53.6 µM), inactives show at the top dose activity, negative = inhibition, usual class: inhibitors. Drosophila S2 Gal4-VP16 UAS-luciferase, luminescence, 20 h;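 further: Gal4-VP16 expression switched on by copper sulfate through the metallothionein promoter; potency means the concentration at half of the fitted maximal effect; on the % scale 0 is the no-effect control and ±100 the full control effect; nearly all actives have a fitted effect of over 50% in size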
ELG1 genotox: qHTS screen for small molecules that induce genotoxicity in human embryonic kidney (HEK293T) cells expressing luciferase-tagged ELG1; HEK293T ELG1-luciferase reporter, luminescence, 16 h; Potency, µM (highest dose often 46 µM), without a hit: at the top dose activity change, positive = activation, usual class: activators; 330,000 tested, 1.3% active; further: potency means the concentration at half of the fitted maximal effect; % of control where 0% means no effect; nearly all actives have a fitted effect of over 60% in size
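After overnight (16 hr) compound treatment at 37 °C, ELG1-luciferase HEK293T cells were lysed with ONE-Glo; luminescence quantified 30 min later at room temperature.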
PKM2 act: qHTS Assay for Activators of Human Muscle isoform 2 Pyruvate Kinase; Potency, µM (doses to about 57.5 µM), for inactives: at the top dose activation, most hits filed as activators; 260,000 tested, 0.34% active; purified PKM2, Kinase-Glo ATP luminescence, activation; response scale: 0% is enzyme alone, no compound; AID 1631, 2009; Pyruvate kinase PKM (Homo sapiens), P14618; further: potency means the concentration at half of the fitted maximal effect; on the % scale 0 is the no-effect control and ±100 the full control effect; nearly all actives have a fitted effect of over 55% in size
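Purified hPK-M2 (>95% pure) converted ADP (0.1 mM final) to ATP with 0.5 mM PEP in 50 mM imidazole pH7.2, KCl, MgCl2, Tween 20, BSA; 1 h at room temperature. ATP detected by Kinase-Glo luminescence.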
Giardia kill: Small Molecules that selectively kill Giardia lamblia: qHTS. 340,000 tested, 0.15% active. activity change, % at 7.66 µM, hits read low. Giardia lamblia trophozoite viability; in the data active means activity change below about -80%; inconclusive means between about -30% and that limit;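 further: parasites exposed to compound for two days anaerobically before the ATP read; on the % scale 0 is the no-effect control and ±100 the full control effect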
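Trophozoite viability was measured as ATP-dependent luminescence, read 15-30 min after reagent addition. Before that, parasites at 100 cells/well were exposed to compounds for 48 h, anaerobically, at 37 deg C.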
RORg inh: qHTS for inhibitors of ROR gamma transcriptional activity; Nuclear receptor ROR-gamma (Mus musculus), P51450; Drosophila S2 Gal4-RORgamma UAS-luciferase reporter, 20 h; Potency, µM (highest dose often 53.6 µM), for the others: top-dose activity change, negative = inhibition, most hits filed as inhibitors; 310,000 tested, 5.4% active; further: potency means the concentration at half of the fitted maximal effect; on the % scale 0 is the no-effect control and ±100 the full control effect; nearly all actives have a fitted effect of over 60% in size
Target sequence (P51450 whole entry, looked up, the tested form may be a part): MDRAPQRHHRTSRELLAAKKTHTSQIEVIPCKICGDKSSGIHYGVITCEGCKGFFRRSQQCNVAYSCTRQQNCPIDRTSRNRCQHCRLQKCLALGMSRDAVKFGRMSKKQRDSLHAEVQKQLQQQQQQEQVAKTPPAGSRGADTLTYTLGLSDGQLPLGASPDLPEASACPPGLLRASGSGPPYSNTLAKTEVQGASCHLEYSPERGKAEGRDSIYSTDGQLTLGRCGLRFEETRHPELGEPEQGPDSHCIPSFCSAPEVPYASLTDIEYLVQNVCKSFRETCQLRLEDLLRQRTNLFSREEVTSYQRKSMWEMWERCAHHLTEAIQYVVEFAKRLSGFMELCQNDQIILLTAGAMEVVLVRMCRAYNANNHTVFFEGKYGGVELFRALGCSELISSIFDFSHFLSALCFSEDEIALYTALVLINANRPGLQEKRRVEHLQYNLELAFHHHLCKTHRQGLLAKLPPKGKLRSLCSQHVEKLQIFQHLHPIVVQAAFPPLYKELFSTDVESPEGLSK
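In this cell-based reporter format, copper sulfate (700 uM final) drives Gal4–ROR gamma fusion expression from a metallothionein promoter in Drosophila Schneider cells; compounds preincubated 1 hr, reporter read after 20 hr at ambient temperature.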
Menin-MLL TR inh: qHTS Assay for Inhibitors Targeting the Menin-MLL Interaction in MLL Related Leukemias: Competition With Texas Red Labeled MLL-derived Mutant Peptide | O00255 | Menin + Texas Red MLL mutant peptide, fluorescence polarization | Potency, µM (highest dose often 61.6 µM), for inactives: at the top dose FP activity change, negative = inhibition, hits mostly inhibitors | 270,000 tested, 0.23% active | AID 1768, 2009; active means well fitted inhibition curve with a large enough effect in the polarisation, with a control signal flat, not every such curve was filed as active; inconclusive means small, poorly fitted or top-dose-only effect, or effect the other way, or a change in a side signal; inactive means no such curve, though single readings can be large or run the other way; the % refers to the polarisation; further: potency means the concentration at half of the fitted maximal effect; % of control where 0% means no effect; many of its hits are not listed in these tables
p53 reactivator: qHTS assay for re-activators of p53 using a Luc reporter. H1299 p53-A138V BP100-luciferase reporter, luminescence, 24 h. Potency, µM (doses to about 92.2 µM), inactives show at the top dose activity change, positive = activation, most hits filed as activators. 320,000 tested, 0.063% active. AID 504706, 2011; further: potency means the concentration at half of the fitted maximal effect; % of control where 0% means no effect; nearly all actives have a fitted effect of over 45% in size
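p53-null H1299 cells stably carrying temperature-sensitive p53-A138V and a BP100-luciferase reporter were pinned with compounds (4-point, 1:5 series) and held 24 hrs at 37 deg C. Luminescence was read 10 min after detection reagent.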
FLuc modulator: qHTS profiling assay for firefly luciferase inhibitor/activator using purifed enzyme and Km concentrations of substrates (counterscreen for miR-21 project); purified FLuc, Km substrates, luminescence inhibition; 360,000 tested, 6.9% active; Potency, µM (doses to about 57.5 µM), for the others: at the top dose activity change, negative = inhibition, most hits filed as inhibitors; AID 588342, 2011;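 further: potency means the concentration at half of the fitted maximal effect; plate controls were vehicle for no effect and reference inhibitor for full effect; nearly all actives have a fitted effect of over 55% in size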
Target sequence (P08659 whole entry, looked up): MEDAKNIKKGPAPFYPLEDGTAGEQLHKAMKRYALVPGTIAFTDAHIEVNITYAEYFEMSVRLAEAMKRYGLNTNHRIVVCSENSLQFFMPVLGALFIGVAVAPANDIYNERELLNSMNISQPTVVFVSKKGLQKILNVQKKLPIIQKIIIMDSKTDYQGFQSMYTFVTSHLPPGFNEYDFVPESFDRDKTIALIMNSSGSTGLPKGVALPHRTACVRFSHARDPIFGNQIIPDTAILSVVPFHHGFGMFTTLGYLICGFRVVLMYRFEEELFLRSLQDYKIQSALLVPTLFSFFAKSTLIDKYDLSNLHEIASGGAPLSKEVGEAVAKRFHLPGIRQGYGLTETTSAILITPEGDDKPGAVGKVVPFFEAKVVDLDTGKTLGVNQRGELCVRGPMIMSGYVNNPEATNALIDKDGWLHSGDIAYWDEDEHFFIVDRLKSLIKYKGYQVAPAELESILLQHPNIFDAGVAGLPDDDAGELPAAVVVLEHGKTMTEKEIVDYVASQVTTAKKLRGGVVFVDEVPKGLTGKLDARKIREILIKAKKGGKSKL
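Purified P. pyralis luciferase, 10 nM final, with Km-level 10 uM D-luciferin and 10 uM ATP in 50 mM Tris acetate pH 7.5, 10 mM Mg acetate, 0.01% Tween-20, 0.05% BSA; 6-point qHTS titration about 60 µM downward; luminescence read.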
BRCA1 expr up: qHTS Assay to Identify Small Molecule Activators of BRCA1 Expression; MCF7-BRCA1-FFLuc reporter, luminescence, 48 h; response scale: scaled: vehicle 0%, 10 µM genistein 100%; Potency, µM (highest dose often 46.1 µM), for inactives: at the highest dose activation, usual class: activators; 380,000 tested, 1.1% active; further: potency means the concentration at half of the fitted maximal effect; nearly all actives have a fitted effect of over 80% in size; some results filed as inactive show a strong effect at the top dose
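Reporter cells (MCF7, BRCA1 promoter-firefly luciferase) received library compounds across a concentration series for 48 h. End-point luminescence was measured and concentration-effect curves derived after normalization.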
Rab9 prom act: qHTS Assay for Rab9 Promoter Activators | Huh7 Rab9 promoter-luciferase reporter, luminescence, 24 h | AID 485297, 2010 | 320,000 tested, 2.8% active | Potency, µM (top dose mostly 9.22 µM), for inactives: top-dose activation, negative = inhibition, hits mostly activators; further: potency means the concentration at half of the fitted maximal effect; % of control where 0% means no effect; nearly all actives have a fitted effect of over 60% in size
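Cells were plated at 1500 per well in reduced-serum medium with 10% FBS and left 2 h. Compound in DMSO was then added for 24 h at 37 °C. Reporter signal was read by luminescence after 10 min with luciferase detection reagent.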
Starred values were filed as active, the others as inactive; ? = inconclusive; · = not tested or not shown; & = joins results of further samples; [ ] = remark or other dose. Unless noted, the call rests on the fitted dose curve; in most records, active means well fitted curve in the direction sought with a large enough effect; inconclusive means small, poorly fitted or top-dose-only effect, or another doubt; inactive means no such curve, though single readings can be large; an effect the other way counts as inactive or inconclusive.

SMILES	NPC1 prom act	Gal4-VP16 FLuc	ELG1 genotox	PKM2 act	Giardia kill	RORg inh	Menin-MLL TR inh	p53 reactivator	FLuc modulator	BRCA1 expr up	Rab9 prom act
COc1ccc(-c2cc(-c3ccccc3)nc3ncnn23)cc1	-4%	3%	-13%	0%	-11	13%	-19%	-1%	-3%	-8%	-30%
COc1cccc(C(=O)Nc2nnc(Cc3ccc(OC)c(OC)c3)s2)c1	-2%	-5%	-4%	-9%	-13	-22%	·	1%	0%	-11%	-2%
Fc1ccccc1C1c2[nH]c3ccccc3c2CCN1CCCn1cccn1 (configuration not stated)	7%	-1%	-5%	7%	-21	19%	-3%	-4%	1%	-23%	1%
O=C(Cn1ncc(N2CCCC2)c(Cl)c1=O)c1ccc(Cl)cc1	2.5µM*	-11%	?	-6%	2	?	?	2%	21µM*	?	1.4µM*
Clc1ccccc1-c1nnc2sc(CCc3ccccc3)nn12	0%	?	0%	10%	10	?	-19%	-2%	1%	1%	-4%
CCOC(=O)N1CCN(CC(c2ccccc2)c2ccccc2)CC1	0%	3%	-4%	1%	34[activator]	11%	-12%	·	-1%	-9%	9%
NC(=O)CC(NC(=O)Cc1cccc2ccccc12)c1ccc(NCCCN2CCCC2=O)c([N+](=O)[O-])c1 (configuration not stated)	-2%	1%	6%	17%	14	20%	16%	10%	-3%	10%	0%
COc1ccc(C(=O)OCN2C(=O)c3ccccc3C2=O)cc1	0%	-2%	2%	-1%	4	1%	9%	28%	-3%	6%	0%
Cc1ccc(S(=O)(=O)NCC(=O)NCC(=O)N2CCN(c3ncccn3)CC2)cc1C	-2%	-3%	0%	0%	2	16%	·	1%	-1%	-6%	-1%
O=C(COC(=O)c1nc(Cl)ccc1Cl)NCc1ccccc1	3%	3%	4%	-3%	17	-4%	5%	-3%	6%	-7%	-1%
O=C(Oc1ccc(OC(=O)c2ccco2)c(S(=O)(=O)c2ccc(Cl)cc2)c1)c1ccco1	-2%	?	-1%	24%	3	?	-20%	1%	-10%	-9%	-5%
Cc1ccc(NC(=S)Nc2cccc(-c3n[nH]c(=S)o3)c2)cc1	-1%	?	15%	-7%	-6	?	·	6%	17µM*	21%	?
CC(C)C(=O)Nc1cccc(NC(=S)NC(=O)c2ccc3c(c2)OCO3)c1	1%	4%	4%	8%	5	26%	·	10%	6%	83%	-2%
O=C(CCCc1nc(-c2ccccc2Cl)no1)N1CCOCC1	-1%	-2%	-1%	-19%	-5	0%	0%	-1%	-11%	-4%	8%
Cc1ccc(C(=O)NC(=S)NCCN2CCOCC2)cc1	13%	?	13%	4%	-1	?	6%	19%	-16%	71%	17%
O=C(O)/C=C/C(=O)N1CCN(S(=O)(=O)c2cc(C(F)(F)F)ccc2Cl)CC1	-3%	-7%	7%	-5%	4	2%	8%	-1%	-7%	-25%	0%
Cc1ccc(NC(=O)Cn2c(O)c(N=NC(N)=S)c3ccccc32)cc1	0%	?	?	·	-25	?	?	-1%	0%	-22%	-14%
Cc1onc(-c2ccccc2)c1-c1nc2cc(Cl)ccc2c(=O)o1	-1%	2%	3%	-1%	-13	0%	·	6%	-2%	30%	10%
OC1(c2cccc(C(F)(F)F)c2)CCNCC1	-5%	4%	-1%	1%	7	0%	19%	-2%	6%	7%	-6%
CCOc1ncccc1C(=O)OC(C)C(=O)NC1CCCCC1 (configuration not stated)	0%	·	3%	·	-4	·	·	-6%	1%	4%	-2%
COC(=O)c1ccc(C(=O)OC)c(NC(=O)CN(C)Cc2ccc(Cl)c(Cl)c2)c1	-3%	-9%	-8%	-6%	-2	?	37%[activator]	0%	-1%	-27%	-1%
COc1ccc(C(C(=O)NCCC(C)C)N(CCO)C(=O)c2snc(C(N)=O)c2N)cc1 (configuration not stated)	-1%	-5%	3%	-4%[11.5 µM]	-1	-21%	3%	·	0%	-14%	2%
CN(C)S(=O)(=O)c1cccc(-c2cn3cc(Cl)ccc3n2)c1	24%	?	?	-2%	-8	12%	-14%	3%	?	?	21%
CCN(CC)CCNC(=O)CNC(=O)c1nn(-c2ccc(OC)cc2)c(=O)c2ccccc12	0%	4%	1%	·	-10	16%	-2%	-7%	-2%	3%	-4%
COc1ccc(C(=O)O)cc1S(=O)(=O)NCCN(C)C	-2%	0%	0%	-35%	4	4%	·	-1%	-2%	-15%	4%
O=C1CCN(C(=S)NCc2ccccc2)CC1	-6%	7%	0%	-1%	29	-11%	8%	13%	-1%	6%	0%
COc1ccccc1NC(=S)NNC(=O)c1c(Cl)c(C)nn1C	-2%	?	-6%	2%	13	1.6µM*	?	-1%	15µM*	5%	8%
Cc1nn(CC(=O)Nc2ccc(Cl)cn2)c(C)c1Br	-3%	4%	0%	-1%	14	34%	-15%	7%	5%	-9%	-6%
Cc1ccc(C)c(OCc2cc(C(=O)N3CCc4sccc4C3)no2)c1	-3%	?	-11%	-1%	-11	2µM*	·	?	0%	-20%	0%
Cc1cc(C)n(-c2nc3ccccc3c(=O)n2OCC(=O)N(C)C)n1	-12%	-10%	2%	5%	-3	20%	-3%	3%	6%	-5%	-7%
Cc1nnc(C)c2c(C)n(-c3ccc(Br)cc3)c(C)c12	-2%	·	-3%	0%	·	?	-3%	26%	-1%	·	0%
Cc1cc(C(=O)CSc2nc3ccccc3o2)c(C)n1CC1CCCO1 (configuration not stated)	0.71µM*	?	2%	3%	-10	1%	-4%	?	1.3µM*	19%	0.79µM*
CC1CCC(NC(=O)COC(=O)c2n[nH]c(=O)c3ccccc23)CC1 (configuration not stated)	-2%	·	11%	·	14	·	·	3%	-1%	-4%	1%
Cc1nnc(NC(=O)C2CCCN(S(=O)(=O)c3ccccc3C(F)(F)F)C2)s1 (configuration not stated)	-3%	1%	-4%	2%	4	4%[10 µM]	3%	-2%	8%	-13%	-10%
CCN(Cc1ccccc1)C(=O)C1CCN(C/C(C)=C/c2ccccc2)CC1	2%	-16%	-3%	-1%	-1	-20%	-2%	-8%	0%	-44%	0%
O=C(Nc1ccc(C(=O)N2CCCCC2)cc1)C1=CSCCO1	2.8µM*	-17%	?	·	6	?	·	9%	12µM*	?	?
CCC(=O)N1CCc2cc(S(=O)(=O)CCC(=O)N3CCN(c4ccc(Cl)cc4)CC3)ccc21	-6%	-18%	-11%	·	-6	32%	·	2%	4%&2%	0%&0%	-8%
O=C(Nc1ccccc1N1CCCC1)c1cc(Cl)ccc1Cl	0%	5%	-5%	-2%	5	-28%	-18%	3%	-15%	-22%	1%
COCCNC(=O)C(c1ccccc1)N(Cc1cccs1)C(=O)Cn1nnc2ccccc21 (configuration not stated)	6%	1%	2%	-3%	-23	-2%	-3%	7%	-3%	0%	5%
CCCCn1c(SCC(=O)NC2CCCC2)nc2ccccc2c1=O	-4%	·	0%	·	2	·	·	-3%	3%	-25%	-5%
Cc1cc(Cl)ccc1NC(=S)NCc1ccc(S(N)(=O)=O)cc1	11%	4%	-3%	2%	13	4%	-11%	-2%	3%	23%	-2%
c1ccc(Cn2c(NCc3ccncc3)nc3ccccc32)cc1	1%	-21%	11%	1%	8	2%	-5%	7%	?	-2%	14%
c1ccc(N/N=C(\Cc2ncc[nH]2)c2ccccc2)cc1	-2%	-9%	8%	6%	7	?	?	9%	?	-5%	12%
O=c1[nH]c(C2CCCN(S(=O)(=O)c3cccc(F)c3)C2)nc2c1nnn2Cc1ccccc1 (configuration not stated)	0%	-11%	0%	2%	-3	?	?	-2%	1%	-71%[inhibitor]	1%
CCc1nnc(NC(=O)CSc2nnc(COc3ccc(C)cc3)n2-c2ccccc2)s1	8%	-19%	2%	-8%	-2	-17%[10 µM]	-9%	0%	1%	-70%	0%
O=C(Nc1ccc(OCC(F)(F)C(F)F)c(C(F)(F)F)c1)c1ccccc1O	0%	-8%[0.365 µM]	14%	3%	-6	7.9µM*	?	5%	21µM*	-85%	-35%[inhibitor]
CN(C(=O)COC(=O)c1cc(S(=O)(=O)N2CCOCC2)ccc1Cl)C1CCS(=O)(=O)C1 (configuration not stated)	-1%	·	1%	·	5	·	·	10%	0%	-12%	-6%
CC(C)(C)NC(=O)C(=O)NCc1ccncc1	-4%	-11%	-2%	0%	3	12%	-1%	-3%	-2%	12%	0%

Compound activity: PubChem, National Center for Advancing Translational Sciences (NCATS)

Some of the compounds tested, so the mix of outcomes need not match the whole.
